# High-throughput results from PubChem BioAssay.
# Bcl-2 Bim block: inhibitors of Bim-Bcl-2 binding, primary screen, biochemical, multiplexed, human Bcl-2 family; Apoptosis regulator Bcl-2 (Homo sapiens), P10415; Bead-based flow cytometry, Bim peptide-Bcl-2 binding; inhibition, % at 10 µM; 190,000 tested, 0.06% active; in the data active = inhibition above about 40%; inconclusive = no clear call, values can overlap the other calls;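 note: 0% = no compound wells with probe peptide and 100% = reference peptide inhibitor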
# Target sequence (P10415 whole entry, looked up): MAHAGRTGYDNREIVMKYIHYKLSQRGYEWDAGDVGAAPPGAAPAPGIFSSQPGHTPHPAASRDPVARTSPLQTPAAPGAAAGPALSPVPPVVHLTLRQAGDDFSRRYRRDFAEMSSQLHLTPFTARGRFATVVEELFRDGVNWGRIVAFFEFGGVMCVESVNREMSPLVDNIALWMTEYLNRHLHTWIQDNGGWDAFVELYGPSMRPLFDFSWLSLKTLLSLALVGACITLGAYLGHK
# RGS8-Gao reg: RGS8-Galphao binding modulators, primary screen, biochemical, multiplexed bead flow cytometry. Guanine nucleotide-binding protein G(o) subunit alpha (Homo sapiens), P09471. actives lie on both sides. response (percent of control binding), % at 10 µM. 220,000 tested, 0.34% active. AID 1423, 2008; in the data active = response below about 60% or above about 140%; inactive = in between;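 note: Galphao activated as the GDP aluminium fluoride complex binding bead-coupled RGS8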
# Mcl1 Noxa PPI: Mcl-1/Noxa binding inhibitors, primary screen, biochemical, TR-FRET, 1536-well. 220,000 tested, 1.5% active. AID 1022, 2008. inhibition, % at 21.7 µM. Induced myeloid leukemia cell differentiation protein Mcl-1 (Homo sapiens), Q07820. TR-FRET Mcl-1/Noxa peptide binding, 2 h;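 active = compounds that cut the protein-peptide binding signal by more than 50% relative to plate controls in a single-dose test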;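 note: His-tagged Mcl-1 with rhodamine Noxa BH3 peptide and terbium anti-His antibody; 0% = Mcl-1 plus Noxa peptide wells and 100% = peptide-only wells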
# Target sequence (Q07820 whole entry, looked up): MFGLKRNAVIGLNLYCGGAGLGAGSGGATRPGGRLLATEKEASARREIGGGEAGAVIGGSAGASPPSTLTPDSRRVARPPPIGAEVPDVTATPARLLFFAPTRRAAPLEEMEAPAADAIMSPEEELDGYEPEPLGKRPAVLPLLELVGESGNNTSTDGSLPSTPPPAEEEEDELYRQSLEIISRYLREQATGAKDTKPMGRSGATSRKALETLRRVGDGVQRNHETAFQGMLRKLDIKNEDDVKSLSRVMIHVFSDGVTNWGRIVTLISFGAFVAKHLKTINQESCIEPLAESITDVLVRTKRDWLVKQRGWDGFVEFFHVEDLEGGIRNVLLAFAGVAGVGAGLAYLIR
# RGS4-Gao reg: modulators of RGS4 binding to Galphao, primary screen, biochemical, multiplexed bead flow cytometry | 220,000 tested, 0.33% active | AID 1415, 2008 | actives lie on both sides | binding response (% of control), % at 10 µM; in the data active = binding response below about 49% or above about 150%; inactive = in between;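 note: fluorescent Galphao activated with aluminum fluoride binding bead-coupled RGS4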
# Bfl-1 Bim block: inhibitors of Bim binding to Bfl-1, primary screen, biochemical, multiplexed, bead-based flow cytometry; Bcl-2-related protein A1 (Homo sapiens), Q16548; Bim-Bfl-1 binding inhibition; inhibition, % at 10 µM; 190,000 tested, 0.12% active; AID 1008, 2008;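 note: 0% = wells without compound plus tracer and 100% = blocker peptide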
# Mcl1-Bid inh: Mcl-1/Bid binding inhibitors, primary screen, biochemical, TR-FRET, 1536-well; Induced myeloid leukemia cell differentiation protein Mcl-1 (Homo sapiens), Q07820; TR-FRET Mcl-1/Bid-Dy647 peptide binding; inhibition, % at 21.7 µM; 220,000 tested, 0.97% active; AID 1021, 2008;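 active = compounds that cut the binding signal by more than half at the single screening dose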;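 note: His-tagged Mcl-1 with europium anti-His antibody binding Bid BH3 peptide; 0% = Mcl-1 plus peptide wells and 100% = peptide-only wells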
# Bim-Bcl-W: inhibitors of Bim binding to Bcl-W, primary screen, biochemical, multiplexed, bead-based flow cytometry; AID 952, 2007; 190,000 tested, 0.02% active; Bim peptide-Bcl-W binding; inhibition, % at 10 µM;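 note: 0% = bound tracer without compound and 100% = peptide blocker; higher means less fluorescent Bim peptide bound to Bcl-W beads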
# Target sequence (Q92843 whole entry, looked up): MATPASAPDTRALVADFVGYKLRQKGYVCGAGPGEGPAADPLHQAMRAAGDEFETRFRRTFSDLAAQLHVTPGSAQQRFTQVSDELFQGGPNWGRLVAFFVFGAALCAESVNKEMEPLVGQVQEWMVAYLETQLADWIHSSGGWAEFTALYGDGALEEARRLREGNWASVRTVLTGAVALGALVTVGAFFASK
# Bcl-B Bim block: inhibitors of Bim-Bcl-B binding, primary screen, biochemical, multiplexed, human Bcl-2 family; Bcl-2-like protein 10 (Homo sapiens), Q9HD36; bead-based flow cytometry, Bim peptide-Bcl-B binding; inhibition, % at 10 µM; 190,000 tested, 0.073% active;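 note: 0% = tracer peptide without compound and 100% = reference inhibitor peptide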
# Bim-Mcl-1: inhibitors of Bim peptide binding to Mcl-1, primary screen, biochemical, bead-based flow cytometry, multiplex; Induced myeloid leukemia cell differentiation protein Mcl-1 (Homo sapiens), Q07820; Bim peptide-Mcl-1 binding; inhibition, % at 10 µM; 190,000 tested, 0.1% active;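 note: 0% = no compound tracer wells and 100% = peptide blocker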
# Bim-Bcl-XL: inhibitors of Bim-Bcl-XL binding, primary screen, biochemical, multiplexed, bead flow cytometry, human Bcl-XL. inhibition, % at 10 µM. 190,000 tested, 0.04% active. AID 1007, 2008. Bim peptide-Bcl-XL binding, fluorescence
# Target sequence (Q07817 whole entry, looked up): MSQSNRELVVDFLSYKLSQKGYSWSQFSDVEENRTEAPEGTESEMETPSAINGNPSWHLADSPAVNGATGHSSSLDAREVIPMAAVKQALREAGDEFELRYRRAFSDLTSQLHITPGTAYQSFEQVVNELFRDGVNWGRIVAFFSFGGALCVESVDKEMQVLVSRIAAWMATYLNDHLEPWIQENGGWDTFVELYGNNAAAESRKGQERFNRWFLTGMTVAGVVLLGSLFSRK
# RGS7-Gao reg: RGS7-Galphao binding modulators, primary screen, biochemical, multiplexed bead flow cytometry | Guanine nucleotide-binding protein G(o) subunit alpha (Homo sapiens), P09471 | actives lie on both sides | binding response (% of control), % at 10 µM | 220,000 tested, 0.35% active | AID 1439, 2008; in the data active = binding response below about 49% or above about 150%; inconclusive = no clear call, values can overlap the other calls; inactive = in between;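 note: fluorescent Galphao held in activated GDP-AlF4 state binding bead-coupled RGS7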
# Numbers without * were called inactive; u = inconclusive; x = no result given. Cut-off read from the data, not from the text of the source, unless noted: active = inhibition above about 40%.
# The line under a structure holds: Bim-Mcl-1	Mcl1-Bid inh	RGS4-Gao reg	RGS8-Gao reg	Bcl-B Bim block	Bcl-2 Bim block	RGS7-Gao reg	Bim-Bcl-XL	Mcl1 Noxa PPI	Bim-Bcl-W	Bfl-1 Bim block
1. Cc1ccc(-c2nnn(CC(=O)Nc3ccccc3-c3ccccc3)n2)c(-n2cnnn2)c1
→ -6	16	107	107	-5	-7	104	-17	14	-2	-5
2. COCCNC(=S)N1CCC(c2nc(-c3ccc(N(C)C)cc3)no2)CC1
→ 0	-14	104	102	-6	-2	104	1	6	-1	0
3. COc1ccc(C(=O)NCCNC(C)=O)cc1S(=O)(=O)NCc1ccc(Cl)cc1
→ 16	-7	101	99	-2	-5	101	-3	11	4	-8
4. O=C(c1nn(Cc2ccccc2)c(=O)c2ccccc12)N1CCN(C/C=C/c2ccccc2)CC1
→ -2	-9	100	97	0	-2	105	0	4	-1	-2
5. O=C(Nc1sc2c(c1C(=O)NCc1ccco1)CCCC2)c1ccc2c(c1)OCO2
→ -10	-22	99	101	-3	-2	100	-7	13	-8	-10
6. O=C1C(Oc2ccccc2)C(c2ccc3c(c2)OCO3)N1CCc1ccc(F)cc1 (centres undefined)
→ -2	-13	102	97	-5	-5	99	-6	9	-2	-8
7. CC1(CCc2ccccc2)NC(=O)N(CC(=O)Nc2ccc(S(N)(=O)=O)cc2)C1=O (centres undefined)
→ 0	-24	101	102	-3	-5	u	0	16	0	-6
8. Cc1ccc2c3c(cccc13)-c1ccccc1C2=O
→ 11	-1	95	99	-46	18	97	14	13	0	5
9. COc1cccc(CN2CCSCC2)c1
→ 0	62*	109	101	0	2	101	-4	41	-5	-4
10. C/C=C(/C)C(=O)Nc1cccc(C2=NOC3(C2)C[C@@H](C(N)=O)N(C(=O)CC)C3)c1 (some centres undefined)
→ x	-19	108	108	x	x	u	x	-12	x	x
11. COc1ccc(CNCCC2(C(C)C)CCOC(C)(C)C2)cc1 (centres undefined)
→ x	-7	102	100	x	x	u	x	-14	x	x
12. CN1CCN(S(=O)(=O)c2ccc(NC(=O)C3CCCCC3)cc2)CC1
→ -2	-15	100	99	-2	-4	100	-1	-9	0	-1
13. CC1CCCCN1c1nnc(N)s1 (centres undefined)
→ -1	-26	102	102	-3	-3	100	-2	5	-5	-4
14. CCOc1ccccc1NC(=O)Nc1ccon1
→ x	4	86	97	x	x	u	x	-1	x	x
15. CC(C)(C)c1ccc(NC(=O)N2CCN(c3ccc([N+](=O)[O-])cn3)CC2)cc1
→ x	-2	98	96	x	x	u	x	18	x	x
16. COCCn1c(SCc2nc3ccccc3c(=O)[nH]2)nnc1-c1ccncc1
→ -2	-3	103	115	-6	-10	103	-5	-8	0	-10
17. CCS(=O)(=O)N1Cc2ccccc2CC1C(=O)Nc1nc2ccc(C)cc2s1 (centres undefined)
→ -3	-11	86	99	-4	-1	90	-8	23	-4	0
18. NC(=O)c1ccc(NC(=O)COC(=O)CCCN2C(=O)c3cccc4cccc(c34)C2=O)cc1
→ -2	-2	102	98	-5	-3	103	-4	11	-1	-3
19. COc1ccc(-c2ocnc2C(=O)NCc2nn(-c3ccccc3)nc2C)cc1
→ x	1	106	102	x	x	u	x	17	x	x
20. CCOc1ccccc1OCCCC(=O)Nc1ccc(OC)nc1
→ -4	-13	88	87	0	4	94	-13	-3	-6	0
21. COc1c(F)c(F)c(C(=O)Nc2ccc(N3CCN(C(C)=O)CC3)c(Cl)c2)c(F)c1F
→ -7	-15	100	102	-4	-2	97	-3	24	-4	-4
22. COC(=O)c1ccc(-n2nnnc2SCC(=O)N2CCCCC2)cc1
→ 5	4	101	99	-5	-4	103	2	4	1	-14
23. C#CC(C)OC(=O)C(C)NC(=O)c1ccccc1 (centres undefined)
→ x	-53	93	93	x	x	u	x	3	x	x
24. Cn1c(SCC(=O)NCc2ccc(F)cc2)nc2ccccc21
→ -7	-28	103	101	-14	-6	101	-7	28	-8	-9
25. O=C(N[C@@H](Cc1ccccc1)C(=O)OCc1ccccc1)c1nc[nH]c1C(=O)N1CCN(c2ccccc2)CC1
→ x	-80	103	102	x	x	u	x	-79	x	x
26. O=C1C=C(Nc2ccccc2)C(=O)c2ccccc21
→ 32	38	97	100	0	8	102	3	17	5	1
27. COc1ccc(-c2c(C)nn3c(-c4ccccc4)cc(C)nc23)cc1
→ -3	-13	95	98	0	0	u	-3	-3	-3	3
28. Fc1ccc(-c2n[nH]c(=S)n2CC2CCCO2)cc1 (centres undefined)
→ 0	-75	100	98	-16	-1	99	-2	21	0	-2
29. O=c1c2c(nc3c(-c4ccc(Cl)cc4)c[nH]n13)CCCC2
→ 9	-57	110	102	8	6	105	13	-48	8	2
30. CCn1c(SCc2nc3ccccc3[nH]2)nnc1-c1cccnc1
→ 0	-16	96	102	-7	-8	101	-4	9	0	-9
31. Nc1ccc(Oc2ccc3nc(-c4ccccc4)c(-c4ccc([N+](=O)[O-])cc4)nc3c2)cc1
→ 3	-18	100	103	-2	1	103	-2	10	5	-5
32. COc1ccc(-c2nnc(SCc3nnc(-c4cccs4)o3)n2CC2CCCO2)cc1 (centres undefined)
→ -2	2	101	102	-9	-8	93	-4	15	-4	-16
33. COc1ccc(NS(=O)(=O)c2cn(C)c(=O)n(C)c2=O)c(OC)c1
→ x	-21	100	100	x	x	u	x	-13	x	x
34. O=CN1CCN(C2CC(=O)N(c3ccc(Br)cc3)C2=O)CC1 (centres undefined)
→ -3	-9	97	103	-3	-7	98	-5	-18	-2	-11
35. CC1(C(O)(C#CC[N+]2(C)CCCCC2)c2ccccc2)CCCC1 (centres undefined)
→ -3	-57	92	95	-7	-1	96	-1	12	0	-4
36. Cc1ccc(N2NC(=O)/C(=C\c3cc4c(cc3[N+](=O)[O-])OCO4)C2=O)cc1C
→ 1	5	98	99	2	9	94	-1	100*	4	25
37. CCOc1cc(C(=O)Nc2ccncc2)cc(OCC)c1OCC
→ -1	-11	104	104	-3	0	102	0	-18	-1	-5
38. CCOc1cccc(-c2nnc3sc(-c4ccco4)nn23)c1
→ -5	-8	103	103	-11	-5	107	-7	5	-7	2
39. CC(C)C(c1nnnn1Cc1ccc2c(c1)OCO2)N1CCN(c2ccccc2)CC1 (centres undefined)
→ 1	-5	102	101	-8	-13	102	-1	13	2	-13
40. O=c1nc2n(Cc3ccccc3)c3ccccc3cc-2c(=O)[nH]1
→ -3	6	98	101	-5	-3	103	-5	20	0	0
41. Cc1cccc(N2CCN(C(c3ccccc3)c3nnnn3CC3CCCO3)CC2)c1C (centres undefined)
→ 1	-19	99	100	-5	-4	100	-2	-8	1	-12
42. COc1ccc(C(=O)N(CCCO)C(C)C(=O)NC2CCCCC2)cc1OC (centres undefined)
→ 3	-33	101	100	-4	-4	99	-10	-5	0	-10
43. CC(=O)Nc1ccc(/C=N/OCC(=O)Nc2ccc(C)cc2)cc1
→ -3	-6	100	102	0	0	101	-5	14	-3	0
44. COc1ccc(CCNC(=O)CSc2nc(-c3ccco3)cc(C(F)(F)F)n2)cc1OC
→ -2	-12	104	102	-8	-7	103	-6	-12	-2	-11
45. COc1ccc(OCc2nn3c(-c4ccco4)nnc3s2)cc1
→ 1	-4	88	95	-1	-1	95	0	27	1	-1

# Copied from the list:
# CC1(C(O)(C#CC[N+]2(C)CCCCC2)c2ccccc2)CCCC1 (centres undefined) | Bim-Bcl-XL: -1
# Cc1ccc(N2NC(=O)/C(=C\c3cc4c(cc3[N+](=O)[O-])OCO4)C2=O)cc1C | RGS4-Gao reg: 98

# A different layout for some results above:
no.	compound	Bim-Mcl-1	Mcl1-Bid inh	RGS4-Gao reg	RGS8-Gao reg	Bcl-B Bim block	Bcl-2 Bim block	RGS7-Gao reg	Bim-Bcl-XL	Mcl1 Noxa PPI	Bim-Bcl-W	Bfl-1 Bim block
38	CCOc1cccc(-c2nnc3sc(-c4ccco4)nn23)c1	-5	-8	103	103	-11	-5	107	-7	5	-7	2
39	CC(C)C(c1nnnn1Cc1ccc2c(c1)OCO2)N1CCN(c2ccccc2)CC1 (centres undefined)	1	-5	102	101	-8	-13	102	-1	13	2	-13

# One compound at a time (already shown).
# `COc1ccc(C(=O)NCCNC(C)=O)cc1S(=O)(=O)NCc1ccc(Cl)cc1` is listed with Bim-Mcl-1: 16; Mcl1-Bid inh: -7; RGS4-Gao reg: 101; RGS8-Gao reg: 99; Bcl-B Bim block: -2; Bcl-2 Bim block: -5; RGS7-Gao reg: 101; Bim-Bcl-XL: -3; Mcl1 Noxa PPI: 11; Bim-Bcl-W: 4; Bfl-1 Bim block: -8
# `C/C=C(/C)C(=O)Nc1cccc(C2=NOC3(C2)C[C@@H](C(N)=O)N(C(=O)CC)C3)c1` (some centres undefined) is listed with Bim-Mcl-1: x; Mcl1-Bid inh: -19; RGS4-Gao reg: 108; RGS8-Gao reg: 108; Bcl-B Bim block: x; Bcl-2 Bim block: x; RGS7-Gao reg: u; Bim-Bcl-XL: x; Mcl1 Noxa PPI: -12; Bim-Bcl-W: x; Bfl-1 Bim block: x

# The listing continues:
# The line under a structure holds: Bim-Mcl-1	Mcl1-Bid inh	RGS4-Gao reg	RGS8-Gao reg	Bcl-B Bim block	Bcl-2 Bim block	RGS7-Gao reg	Bim-Bcl-XL	Mcl1 Noxa PPI	Bim-Bcl-W	Bfl-1 Bim block
46. COc1ccc(C(=S)N2CCC(C(N)=O)CC2)cc1Br
→ 0	-41	102	99	2	4	u	0	1	-4	6
47. COc1ccc(NCc2nnc(SCCN3CCCCC3)n2-c2ccc(C)cc2)cc1
→ 0	-60	102	105	0	0	103	-3	-12	-2	-5
48. CC(C)CCn1c(=O)c2ccccc2n2c(CN(C)Cc3ccccc3)nnc12
→ 0	-6	100	98	-1	-1	98	0	13	3	1
49. O=C(O)CCCCCNS(=O)(=O)c1cccc2nsnc12
→ 0	-7	106	104	-1	-6	114	-1	3	3	-8
50. COc1ccc(OC(C)C(=O)Nc2cccc(OC)c2)cc1 (centres undefined)
→ -2	4	90	106	-8	-8	93	1	-3	0	-13

# Molecules listed so far that have bromine (2):
# The line under a structure holds: Bim-Mcl-1	Mcl1-Bid inh	RGS4-Gao reg	RGS8-Gao reg	Bcl-B Bim block	Bcl-2 Bim block	RGS7-Gao reg	Bim-Bcl-XL	Mcl1 Noxa PPI	Bim-Bcl-W	Bfl-1 Bim block
34. O=CN1CCN(C2CC(=O)N(c3ccc(Br)cc3)C2=O)CC1 (centres undefined)
→ -3	-9	97	103	-3	-7	98	-5	-18	-2	-11
46. COc1ccc(C(=S)N2CCC(C(N)=O)CC2)cc1Br
→ 0	-41	102	99	2	4	u	0	1	-4	6
